Keap1 Nrf2 FP – inhibitors of human Keap1-Nrf2 protein-protein interaction; Q14145; Keap1 Kelch-Nrf2 peptide fluorescence polarization, 1536-well; inhibition, % at 9.4 µM; 0.15% of 340,000 active; AID 504523; in the data active = inhibition above about 12%; inconclusive = no clear call, values can overlap the other calls; inactive = below about 7.3%;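 also: human Keap1 Kelch domain with fluorescein labeled Nrf2 9mer peptide probe; 0% = neutral control wells and 100% = peptide positive control; higher means more block of Keap1 binding to Nrf2 peptide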
Wnt bcat act – Wnt/beta-catenin pathway activation. Wnt/beta-catenin reporter cell assay, activator, plate reader. activation, % at 9.35 µM. 1.2% of 300,000 active. AID 743398; in the data active = activation above about 30%, passing the limit was not always enough; inconclusive = no clear call, values can overlap the other calls;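 also: 0% = neutral control wells and 100% = positive control wells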
RTF Ca sens inh – cardiac RTF calcium desensitization; IANBD-labeled cardiac RTF, Ca2+ fluorescence; inhibition, % at 7.15 µM; 0.12% of 340,000 active; AID 493244;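 active = inhibition above the mean inhibition of all tested compounds plus 3 SD, cut at about 17% in these data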;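 also: assay run at fixed EC70 calcium of 1.6 mM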
Arrestin-AP2 inh – human beta-arrestin and AP2 interaction inhibition; inhibition, % at 10 µM; FITC-arrestin peptide / GST-AP2 beads, flow cytometry; AP2 beta2 appendage carries R879A mutation; AID 504490; 0.31% of 340,000 active;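 active = inhibition above a set limit, near 3 SD of compounds lacking own fluorescence, cut at about 54% in these data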;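 also: plate controls were DMSO wells for no effect and 5 µM unlabelled arrestin peptide for full effect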
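System: GST-AP2 R879A glutathione beads. Medium: PBS with 0.05% Tween 20 and 0.1% BSA. Also added: FITC-arrestin peptide, 50 nM. Incubation: 12 min plus 1 h, RT. Measured by: high-throughput flow cytometry of beads, ex 488, em 535 nm. Evaluation: percent drop in bead-associated FITC signal.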
C-LANA FP – blocks KSHV LANA C-terminal domain binding to DNA | 0.078% of 340,000 active | MBP-C-LANA/FAM-LBS DNA binding, fluorescence polarization | inhibition, % at 9 µM;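 active = highest replicate inhibition at or above 60% at 9 µM, even if other replicates fall short; inactive = all replicates below 60% inhibition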;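 also: 0% = neutral control wells and 100% = 4 µM acridine orange control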
DSG3 Ab inh – inhibitors of pemphigus antibody binding to human desmoglein-3. P32926. DSG3-coupled beads, scFv-anti-DSG3-GFP binding, flow cytometry; hits give low values. binding (percent of control), % at 10 µM. 0.48% of 310,000 active. AID 588358;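 active = binding more than 3 SD below its plate's average and above zero; inconclusive = below that plate limit but binding exactly zero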;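 also: hits lower antibody fragment binding to DSG3; some compounds called inactive have numbers as strong as hits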
V-ATPase pH – regulators of yeast V-ATPase proton transport; 0.37% of 350,000 active; response, % at 10 µM; S. cerevisiae, pHLuorin cytosolic pH fluorescence; in the data active = response mostly above about 7.3%, no sharp cut-off; inactive = mostly below about 5.4%; also: actives read high; inactives centre near 0; some compounds called inactive have numbers as strong as hits; reference of the scale not given here
RTF Ca sens act – increases calcium sensitivity of human cardiac regulated thin filaments; IANBD-labeled TnC RTF fluorescence at EC20 calcium; 0% EC20 calcium, 100% full calcium; activation, % at 7.2 µM; 0.24% of 340,000 active; AID 493008;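 active = activation above the mean over all tested compounds plus 3 SD, cut at about 30% in these data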;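 also: rise in fluorescence read as greater calcium sensitivity of cardiac thin filaments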
OPRM1-OPRD1 inv – mu-delta opioid heterodimer inverse agonism. P35372+P41143. cell-based MOR-DOR heterodimer luminescence. inhibition, % at 9.3 µM. 0.21% of 340,000 active; in the data active = inhibition above about 22%, passing the limit was not always enough;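 also: 0% = cells with DMSO and 100% = wells without cells with DMSO; values of inactives mirror those of a sister screen read the other way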
Target sequence (P35372 whole entry, looked up): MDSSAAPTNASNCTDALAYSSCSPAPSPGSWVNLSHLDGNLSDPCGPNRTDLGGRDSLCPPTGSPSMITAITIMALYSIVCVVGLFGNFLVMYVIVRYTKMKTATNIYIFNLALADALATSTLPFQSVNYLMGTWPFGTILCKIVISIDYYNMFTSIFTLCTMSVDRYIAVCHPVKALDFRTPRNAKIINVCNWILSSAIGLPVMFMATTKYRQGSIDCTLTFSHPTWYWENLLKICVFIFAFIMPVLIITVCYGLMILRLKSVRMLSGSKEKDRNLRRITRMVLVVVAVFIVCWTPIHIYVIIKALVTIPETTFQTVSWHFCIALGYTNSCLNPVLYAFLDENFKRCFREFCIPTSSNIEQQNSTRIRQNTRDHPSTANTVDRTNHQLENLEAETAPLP
Target sequence (P41143 whole entry, looked up): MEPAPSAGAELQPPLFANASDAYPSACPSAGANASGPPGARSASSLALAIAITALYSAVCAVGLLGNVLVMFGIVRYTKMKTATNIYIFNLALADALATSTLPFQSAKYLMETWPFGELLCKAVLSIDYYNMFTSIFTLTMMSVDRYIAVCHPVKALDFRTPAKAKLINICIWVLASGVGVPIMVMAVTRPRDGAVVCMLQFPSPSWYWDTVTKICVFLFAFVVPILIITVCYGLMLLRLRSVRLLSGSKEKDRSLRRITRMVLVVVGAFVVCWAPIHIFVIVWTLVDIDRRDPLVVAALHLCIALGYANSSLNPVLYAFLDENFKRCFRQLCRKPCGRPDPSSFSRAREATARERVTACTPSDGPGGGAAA
OPRM1-OPRD1 ag – agonists of human mu-delta opioid receptor heterodimerization | activation, % at 9.3 µM | cells, OPRM1-OPRD1 heterodimerization, luminescence | P35372+P41143 | 0.3% of 340,000 active; in the data active = activation above about 18%;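 also: 0% = vehicle-treated cells and 100% = reference agonist; values of inactives mirror those of a sister screen read the other way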
* hit, by the source's call; ? = inconclusive; nt = no result given. Compounds as they come; overall some 3.1% were active at least once.

compound | RTF Ca sens inh | Keap1 Nrf2 FP | C-LANA FP | DSG3 Ab inh | RTF Ca sens act | OPRM1-OPRD1 inv | Arrestin-AP2 inh | OPRM1-OPRD1 ag | Wnt bcat act | V-ATPase pH
Clc1ccccc1CSc1ncccn1 | 0 | 4 | -0.7 | 118 | -8 | 8 | 16 | -1.3 | -2 | -1
Cc1ccc(S(=O)(=O)N(C)C)cc1NC(=O)CSc1ccc2c(c1)OCCO2 | -11 | -8 | 1.0 | 101 | 0 | 9 | -7 | -1.4 | -1 | 0
O=C(CSc1cccc[n+]1[O-])NN(c1ccccc1)c1ccccc1 | 1 | -6 | 1.0 | 96 | 5 | 10 | 5 | -2.0 | 7 | 3
CCOC(=O)C1CCCN(C(=O)C2CCN(S(=O)(=O)N3CCC4(CC3)OCCO4)CC2)C1 (centres undefined) | 9 | 1 | -1.8 | 99 | -1 | 11 | 7 | -2.0 | -1 | -1
CN=C1SC(CC(=O)Nc2sc3c(c2C#N)CCCC3)C(=O)N1C (centres undefined) | -1 | -1 | -0.2 | 108 | 6 | 7 | 0 | -1.1 | nt | -1
COc1ccc(C(=O)Nc2nc3cc(OC)c(OC)cc3c(=O)[nH]2)cc1 | -7 | 3 | 1.6 | 93 | -1 | 10 | -5 | -1.9 | -5 | 1
Cn1nc(-c2ccc(S(N)(=O)=O)s2)cc1C(F)(F)F | 2 | 1 | 1.5 | 110 | -4 | 16 | 30 | -3.0 | 0 | -1
CC(NC(=O)c1ccc2c(c1)OCCO2)C(=O)O (centres undefined) | -14 | 3 | 0.3 | 99 | -1 | 7 | 1 | -1.3 | nt | 2
CSc1nsc(SCC(=O)Nc2ccc(F)cc2)n1 | 1 | -2 | 2.4 | 109 | -5 | -6 | -12 | 0.8 | 12 | -5
O=C(COc1cc(Cl)ccc1Cl)N1CCNC1=O | 3 | -3 | -1.5 | 98 | -5 | 14 | 0 | -2.8 | -4 | -1
Cc1ccc(NC(=O)c2ccc(Oc3ncccn3)cc2)cc1 | -4 | -9 | -1.7 | 116 | 4 | -23 | -6 | 4.4 | 4 | -3
Cc1ccc(NC(=O)Nc2nnc(-c3ccccc3F)s2)cc1 | -5 | 6 | 1.8 | 103 | 2 | -9 | -18 | 1.7 | 33* | -4
CCC(CC)NC(=O)c1cccc(Br)c1 | -4 | 0 | -0.1 | 123 | 4 | 14 | 42 | -3.0 | -1 | -4
O=C(NC1CCCCCC1)C1c2ccccc2C(=O)N1Cc1ccco1 (centres undefined) | -9 | 2 | 0.0 | 104 | -4 | 5 | 17 | -0.9 | nt | 0
CC1(C)SC(=S)N(/N=C/c2cccnc2)C1N(O)C(=O)NC1CCCCC1 (centres undefined) | -1 | -3 | -0.4 | 108 | 1 | 18 | 40 | -3.4 | 0 | 3
CC(C)(C)OC(=O)C[C@H]1C/C=C\C[C@H](CC(=O)NCCO)C(=O)NC[C@@H](c2ccccc2)OC1=O | -14 | 0 | 0.5 | 104 | -2 | 14 | -3 | -2.5 | -1 | -7
Cc1ccc(S(=O)(=O)N2CCCCC2)cc1C(=O)N1CCCCCC1 | -2 | 5 | 0.1 | 100 | 1 | 10 | -10 | -2.6 | -5 | -1
Cn1c(Cc2ccccc2)nnc1SCC(=O)Nc1ccc(N2CCOCC2)cc1 | -22 | -5 | 1.4 | 100 | -5 | -5 | 2 | 0.7 | -1 | -1
CC(C)CC(c1nnnn1Cc1ccc(F)cc1)N1CCC(C(N)=O)CC1 (centres undefined) | 3 | 2 | 1.1 | 98 | -1 | 7 | -4 | -1.1 | -5 | 3
O=c1[nH]nc(-c2ccc(NCCCO)c([N+](=O)[O-])c2)c2ccccc12 | -1 | -4 | -0.1 | 94 | -1 | 15 | 3 | -3.4 | -1 | 0
CCCCOc1ccc(S(N)(=O)=O)cc1 | 4 | 3 | -0.4 | 103 | 6 | -9 | -1 | 1.7 | nt | 3
COc1ccc(OC)c(C(=O)c2coc3ccc(O)c(CN(C)C)c23)c1 | -4 | 19* | 8.8 | 101 | 1 | 16 | 4 | -3.3 | 1 | 2
CCCCC1(Cc2ccc([N+](=O)[O-])cc2)C(=O)N(c2ccccc2)N(c2ccccc2)C1=O | -6 | 1 | -1.1 | 99 | 0 | -12 | -3 | 2.1 | -14 | 0
CCNC(=O)C(=O)NCCc1ccc(Cl)cc1 | -3 | 2 | -0.6 | 102 | -7 | 12 | 24 | -2.4 | nt | -3
CCOC(=O)c1c(NC(=O)CSc2nc3ccccc3[nH]2)sc2c1CC(C)(C)NC2(C)C | 10 | -4 | -2.2 | 105 | 3 | 4 | 0 | -0.6 | 1 | 0
COCCNCCCCOc1ccc(Br)cc1C | 0 | -6 | -0.5 | 134 | 6 | 15 | -5 | -2.8 | nt | 2
COc1cccc(C2c3[nH]c4ccccc4c3C[C@H]3C(=O)N(c4ccccc4C(=O)NCCCN4CCOCC4)C(=O)N23)c1 (some centres undefined) | 3 | -8 | 2.0 | 103 | -5 | 15 | -2 | -3.0 | -1 | 3
CCN(CC)c1ccc(C2Nc3cccc4cccc(c34)N2)c(O)c1 | 1 | 1 | 2.0 | 106 | 2 | -10 | 27 | 1.9 | -1 | 0
CCCOc1ccc(CCCN=C(N)N)cc1Cl | nt | nt | nt | 112 | nt | nt | -16 | nt | -3 | -2
CC(C)c1ccc(C2CC(=O)c3cnc(NC(=O)c4ccco4)nc3C2)cc1 (centres undefined) | 0 | -1 | -0.4 | 100 | 3 | 14 | -16 | -2.7 | 2 | 2

Next section.
compound | RTF Ca sens inh | Keap1 Nrf2 FP | C-LANA FP | DSG3 Ab inh | RTF Ca sens act | OPRM1-OPRD1 inv | Arrestin-AP2 inh | OPRM1-OPRD1 ag | Wnt bcat act | V-ATPase pH
O=C(NCc1cccc(Cl)c1)c1ccc2nc(N3CCOCC3)sc2c1 | -5 | -1 | -0.1 | 99 | -4 | -2 | 2 | 0.3 | 2 | -2
O=C1CC(/C=C/c2cccnc2)=Nc2ccccc2N1 | -6 | -9 | -2.1 | nt | 10 | 6 | 13 | -1.3 | 1 | 0
Cc1cc(C)n(C(CC(=O)N2CCc3ccccc3C2)C(=O)O)n1 (centres undefined) | -4 | -1 | 2.8 | 101 | -3 | 10 | 40 | -2.0 | -1 | 16*
COc1ccc(C(=O)NC(=S)NNC(=O)COc2ccccc2)cc1 | -2 | 0 | 1.5 | 99 | 3 | 9 | 5 | -1.6 | -3 | -1
CCOc1ccccc1NC(=O)COC(=O)c1cc(C)oc1C | 3 | -3 | -1.6 | nt | -1 | -20 | 4 | 4.2 | -2 | 0
CCOC(=O)c1ccc(NC(=O)N2CCN(CCc3ccccc3)CC2)cc1 | -6 | -8 | -0.6 | 98 | 2 | 0 | 6 | 0.0 | nt | -4
Nn1c(SCC(=O)Nc2ccc3c(c2)OCO3)nnc1-c1ccccc1 | -3 | 3 | 1.4 | 109 | 4 | 14 | -13 | -2.6 | -2 | -1
Cc1cc(-c2ccccc2)nc2oc3c(c12)NC(=O)CN(c1ccccc1)C3=O | -1 | -6 | -0.1 | 98 | 3 | -29 | 7 | 5.7 | 1 | 4
CN(C)c1nc(Cl)cc(N2CCOCC2)n1 | -3 | 3 | -0.4 | 104 | -3 | 8 | -4 | -1.8 | nt | -1
O=c1cnnc(NCc2ccccc2)[nH]1 | 7 | 1 | -1.1 | 95 | 0 | 17 | 27 | -3.2 | nt | -2
CC(C)C12CN3CC(C(C)C)(CN(C1)C3(C)C)C2=O | -3 | -2 | -0.8 | 107 | -3 | -6 | 48 | 1.1 | -2 | 0
COc1ccc(CCNC(=O)C2CC(c3cccc(F)c3)=NO2)cc1 (centres undefined) | 6 | -7 | 1.2 | 102 | -5 | 12 | -2 | -2.1 | -6 | 2
COc1cccc(-n2nnnc2SCC(=O)NCc2ccco2)c1 | -3 | -5 | 1.2 | 100 | -4 | 4 | 2 | -1.0 | -1 | -3
CC(C)C[C@H](NC(=O)c1cc2cc(Cl)ccc2n1C)C(=O)N1CCC[C@H]1C(=O)O | -4 | 2 | 0.0 | 103 | 9 | 7 | 4 | -1.4 | -1 | -1
COCCn1cnc2c1c(=O)n(CC(=O)OCC#N)c(=O)n2Cc1ccccc1 | -3 | -1 | -0.1 | 105 | 1 | -1 | -12 | 0.2 | -1 | 6
CCN1C(=O)N(C)C(N(O)C(=O)NC)C1(C)C (centres undefined) | -8 | 1 | 0.0 | 109 | 4 | 7 | -9 | -1.8 | nt | -3
O=c1[nH]cnc2cc(-c3ccccc3)sc12 | 1 | 5 | 1.5 | 107 | -1 | 9 | -14 | -1.9 | nt | -2
CCc1nnc(NC(=O)CSc2nnc(-c3c[nH]c4ccccc34)n2C)s1 | -7 | 2 | 0.3 | 105 | 7 | 11 | 4 | -2.1 | nt | 2
COCCNC(=O)c1cc(C)ccc1C | 1 | 3 | 1.2 | 97 | 2 | 15 | -10 | -3.1 | 0 | 0
O=C(NCC1CCCO1)/C(=C/c1ccccc1)NC(=O)c1ccccc1 (centres undefined) | -12 | 0 | 0.5 | 107 | -4 | 4 | 1 | -0.6 | nt | -3
Cc1cc(C)cc(NC(=O)C2CCCN(c3nc(C)cc(C)n3)C2)c1 (centres undefined) | -11 | -5 | -0.2 | 99 | 0 | -1 | 0 | 0.3 | -3 | 3
COc1ccc(S(=O)(=O)N2CCOCC2)cc1NC(=O)COc1ncnc2ccccc12 | 2 | 6 | 0.0 | 37 | 8 | 9 | 5 | -1.9 | nt | -1
O=C(COc1coc(CN2CCc3ccccc3C2)cc1=O)Nc1ccc(F)cc1F | -4 | -1 | 0.6 | 96 | -5 | 14 | 1 | -2.7 | -1 | -5
O=C(N/N=C/c1cccs1)c1n[nH]c2c1CCC2 | 12 | 2 | 0.4 | 102 | -1 | 0 | 8 | 0.1 | 4 | -3
Cc1ccccc1-c1oc(C)c(C)[n+]1[O-] | -2 | -6 | -1.7 | nt | 0 | 4 | 12 | -0.9 | -1 | 5
CC1(O)c2ccccc2C(=O)N1CCc1ccccc1F (centres undefined) | -4 | -7 | 1.9 | 83 | 1 | 11 | 5 | -2.3 | nt | 1
c1ccc(C(NCCNC(c2ccccc2)c2ccccc2)c2ccccc2)cc1 | -6 | ? | -4.2 | 108 | 0 | -26 | -16 | 5.4 | -1 | 1
O=C(Nc1nccs1)c1cncc(Br)c1 | -6 | 4 | 1.7 | 112 | 1 | 5 | 12 | -1.0 | 10 | -4
COc1ccc(N=C2C(=Nc3ccc(OC)cc3)N(c3ccc(OC)cc3)C(=S)N2c2ccccc2)cc1 | 1 | -3 | -0.8 | 89 | -4 | 10 | -2 | -1.7 | 10 | 1
CC(C)c1ccc(S(=O)(=O)NC2CCCC2)cc1 | -1 | -3 | 0.7 | 98 | 3 | -26 | 41 | 4.8 | 2 | -3
CN(NC(=O)c1ccccc1)c1ncc(C(F)(F)F)cc1Cl | nt | nt | nt | 97 | nt | nt | 9 | nt | 0 | -3
